UTI89 phage lysis: protection from phage-mediated lysis, alamar blue read-out – E. coli UTI89, K1F phage, bacterial capsule biogenesis inhibitors (AID 488966); E. coli UTI89 K1F phage lysis, alamar blue, 2 h; higher % means a stronger effect; hit rate 0.02% among 340,000; inhibition, % at 100 µM; hits with a dose series show IC50 in µM;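 active means phage lysis inhibition, versus mean bacterial control, above a set limit; inconclusive means no clear call, values can overlap the other calls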;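 further: capsule biogenesis inhibitors block K1F phage lysis so surviving cells raise fluorescence; higher fluorescence means more inhibition of phage lysis; actives were called in the ten point dose series up to 300 µM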
NTR1 agonist: agonists of NTR1, primary screen, imaging, U2OS cells, beta-arrestin-GFP, high content (AID 493036); hit rate 0.17% among 330,000; P30989; activation, % at 20 µM; NTR1-U2OS beta-arrestin-GFP spot imaging, agonist mode;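 active means activation at or above 40% of the spot to cytoplasm intensity ratio, with at least 20 cells analyzed; inconclusive means wells under 20 cells, flagged as cytotoxic or low count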;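 further: 0% = DMSO without peptide and 100% = 100 nM NTR1 peptide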
Target sequence (P30989 whole entry, looked up): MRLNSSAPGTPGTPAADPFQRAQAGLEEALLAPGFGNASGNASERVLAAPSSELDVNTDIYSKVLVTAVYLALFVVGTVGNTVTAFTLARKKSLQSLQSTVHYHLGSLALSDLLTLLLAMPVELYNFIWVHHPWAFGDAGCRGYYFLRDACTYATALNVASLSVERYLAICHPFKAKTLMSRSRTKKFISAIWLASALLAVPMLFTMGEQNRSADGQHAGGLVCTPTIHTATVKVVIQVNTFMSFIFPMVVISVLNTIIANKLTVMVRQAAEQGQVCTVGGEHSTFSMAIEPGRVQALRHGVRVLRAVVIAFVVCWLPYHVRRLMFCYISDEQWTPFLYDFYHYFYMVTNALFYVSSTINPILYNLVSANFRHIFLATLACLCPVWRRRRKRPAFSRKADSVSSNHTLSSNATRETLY
MgcRacGAP inhibition: MgcRacGAP GTPase-activating activity inhibitors, confirmation, biochemical, ADP Hunter fluorescence; MgcRacGAP-stimulated Rac1 GTP hydrolysis, ADP Hunter fluorescence; higher % means a stronger effect; GST-tagged Rac1 F28L mutant substrate; inhibition, % at 30 µM; hits with a dose series show IC50 in µM; hit rate 0.6% among 340,000;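 active means first-screen hits whose inhibition reached a set limit at any dose in the follow-up dose series; inconclusive means inhibition above the set first-screen limit but never retested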;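 further: fluorescence reports GDP produced by GAP-driven GTP hydrolysis; strong numbers were not always called active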
Large T inhibition: TAg ATPase/helicase activity blockers – biochemical (AID 1903); SV40 large T antigen ATPase/helicase inhibition assay; higher % means a stronger effect; one-dose inhibition, % at 20 µM; IC50 in µM for titrated hits; hit rate 0.39% among 310,000; in the data active means a potency from the dose series; inconclusive means inhibition mostly from about 32% at the one dose, without a potency; inactive means the rest, 99 in 100 with inhibition below about 32%; further: strong numbers were not always called active
RSV antiviral HEp-2: inhibition of RSV-induced cytopathic effect – HEp-2 cells, primary 10 µM value included (AID 2391). HEp-2 cells, RSV-induced CPE inhibition; higher % means a stronger effect. hit rate 0.13% among 310,000. CPE inhibition, % at 10 µM, or IC50 in µM where a hit was titrated; in the data active means a potency from the dose series; inconclusive means CPE inhibition mostly from about 23% at the one dose, without a potency; inactive means the rest, 99 in 100 with CPE inhibition below about 21%; further: strong numbers were not always called active
NS5 inhibitors: Dengue-2 NS5 methyltransferase inhibitors, primary screen, biochemical, confirmation dose response (AID 588689); inhibition, % at 25 µM, or IC50 in µM where a hit was titrated; hit rate 0.3% among 340,000; Dengue-2 NS5 methyltransferase capping enzyme assay, biochemical; higher % means a stronger effect; in the data active means a potency from the dose series; inconclusive means inhibition above about 29% without an active follow-up result
Siah-1 displacement: blockers of Siah-1 interaction with plectin peptide – biochemical, fluorescence polarization, rhodamine-plectin, uHTS, primary screen (AID 1817) | hit rate 0.02% among 290,000 | Siah-1 / rhodamine-plectin peptide fluorescence polarization; higher % means a stronger effect | one-dose displacement, % at 20 µM; IC50 in µM for titrated hits;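 active means displacement of at least 50% at 20 µM, with a fluorescence ratio check between 0.3 and a set limit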;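 further: plate controls were Siah plus tracer with DMSO for no effect and tracer alone without Siah for full effect; strong numbers were not always called active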
AID2073: inhibitors of Mint1-CaV2.2 protein interaction, biochemical, HTRF (AID 2073); HTRF protein-protein interaction, Mint1-CaV2.2; higher % means a stronger effect; inhibition, % at 20 µM; hits with a dose series show IC50 in µM; hit rate 0.19% among 290,000; in the data active means inhibition mostly above about 51%, no sharp cut-off; inconclusive means no clear call, values can overlap the other calls; inactive means mostly below about 53%; further: some results filed as inactive read as strong as hits
West Nile antiviral: inhibition of WNV-induced cytopathic effect – cell-based, CPE readout (AID 1621); West Nile virus-infected cells, CPE inhibition; higher % means a stronger effect; one-dose CPE inhibition, % at 10 µM; IC50 in µM for titrated hits; hit rate 0.02% among 290,000; in the data active means a potency from the dose series; inconclusive means CPE inhibition mostly from about 3.7% at the one dose, without a potency; inactive means the rest, 99 in 100 with CPE inhibition below about 2.2%; further: strong numbers were not always called active
NTR1 agonist cell count 20 µM: recorded beside NTR1 agonist, whose call it bears; cell count; measured here: cell count, cytotoxicity flag
NS5 inhibitors pilot replicate: second read-out of NS5 inhibitors, no call of its own (marks repeat the call); inhibition, %; measured here: pilot screen replicate inhibition
* marks the source's active call; other numbers are inactive results; ? = inconclusive; / = not tested or not shown; [ ] = remark or other dose.

Start of the data: the first 2 records, ahead of the listing:
SMILES | UTI89 phage lysis | NTR1 agonist | NTR1 agonist cell count 20 µM | MgcRacGAP inhibition | Large T inhibition | RSV antiviral HEp-2 | NS5 inhibitors | Siah-1 displacement | AID2073 | West Nile antiviral | others
Cc1ccc(COc2ccccc2-c2cc(C(=O)N/N=C/c3cccnc3)[nH]n2)cc1 | 4.6% | 5.3 | 29 | 8% | -1% | 2.6% | 4% | -3% | 1% | -0.2%
COc1ccc(Cn2ccnc2)cc1Br | 0.3% | -3.2 | 95 | 5% | 11% | 1.6% | -1% | -3% | 16% | -0.1%

The listing, from the start:
SMILES | UTI89 phage lysis | NTR1 agonist | NTR1 agonist cell count 20 µM | MgcRacGAP inhibition | Large T inhibition | RSV antiviral HEp-2 | NS5 inhibitors | Siah-1 displacement | AID2073 | West Nile antiviral | others
Cc1ccc(COc2ccccc2-c2cc(C(=O)N/N=C/c3cccnc3)[nH]n2)cc1 | 4.6% | 5.3 | 29 | 8% | -1% | 2.6% | 4% | -3% | 1% | -0.2%
COc1ccc(Cn2ccnc2)cc1Br | 0.3% | -3.2 | 95 | 5% | 11% | 1.6% | -1% | -3% | 16% | -0.1%
CSc1nc(N)n2nc(-c3ccc(Cl)cc3)cc2n1 | / | -0.4 | 47 | / | 9% | 7.3% | / | 2% | 14% | 0.2%
CCCCC(=O)OCc1nc2ccccc2s1 | 0.2% | 0.4 | 60 | -8% | 2% | 1.1% | -4% | -6% | 15% | -0.3%
CCc1ccc2c(c1)cc(CN(Cc1ccco1)C(C)=O)c1nnnn12 | -2.3% | 2.6 | 88 | -2% | 3% | 4.2% | 1% | 4% | 3% | -1.5%
Cc1cc(=O)cc(C)n1-c1ccc2c(c1)nc(C)n2-c1ccccc1 | -2.9% | 0.3 | 39 | 2% | / | 2.1% | -5% | 0% | 13% | 0.3%
Cc1sc2nc(CN3CCCC3)nc(N3CCN(C(=O)c4ccco4)CC3)c2c1C | 0.5% | 1.4 | 45 | 7% | 3% | -0.3% | -12% | 3% | 24% | -0.6%
CN(C)C(=S)SCC(=O)Nc1ccc(Cl)cc1Cl | 4.1% | 1.0 | 42 | 15% | 3% | 1.0% | 1% | 10% | -5% | -0.8%
Cc1cc(C)nc(N/N=C/c2ccccc2OCc2cccc(Br)c2)n1 | 0.3% | 4.6 | 73 | 10% | -1% | 2.4% | -1% | 4% | 2% | -0.3%
CN(CC(=O)Nc1ccc(F)cc1)C(=O)c1cccc(S(=O)(=O)N2CCN(c3ccccc3)CC2)c1 | 0.3%[50 µM] | 1.8 | 63 | 12% | 28% | 8.5% | -6% | 4% | 0% | -0.6%
Cn1c(COc2ccc(Cl)cc2)nnc1SCc1ncc(-c2ccccc2)o1 | -0.4% | 1.2 | 101 | 4% | 1% | 12% | -4% | -3% | -10% | -1.6%
O=C(NC(=S)Nc1cccnc1Cl)c1ccc(Cl)cc1 | 0.0% | 0.2 | 54 | 12% | 6% | 9.9% | -7% | 0% | -5% | -0.7%
CCOc1ccc(/C=N/OCC(=O)NC(c2ccccc2)c2ccccc2)cc1 | 8.7% | 4.1 | 47 | 6% | -8% | 1.2% | -2% | 2% | -1% | -1.7%
CC(=O)Nc1ccc(SCC(=O)c2ccc(Br)s2)cc1 | 1.0% | -0.3 | 57 | 24% | 14% | 0.6% | -2% | -6% | -16% | 0.2%
Cn1c(=O)c2c(nc(-n3ccnc3)n2Cc2ccccc2)n(C)c1=O | -0.1% | -2.9 | 61 | -5% | 0% | 2.7% | 2% | 2% | 0% | -0.3%
COc1ccc(C2=Nn3c(nnc3-c3ccccc3Cl)SC2)cc1OC1CCOC1 (stereo unspecified) | 1.8% | -1.0 | 75 | 0% | / | / | 0% | / | / | /
CN1C(N)=NC(=O)/C1=C/c1ccc(OC(F)(F)F)cc1 | 0.1% | 0.7 | 86 | 5% | 11% | 2.3% | -4% | -2% | -3% | -1.1%
Cc1nc2cccc(C(=O)Oc3ccc([N+](=O)[O-])cc3)c2o1 | 0.3% | -0.5 | 52 | -2% | 3% | 4.0% | -13% | -5% | -5% | 0.7%
FC(F)(F)c1cc(-c2cccs2)n[nH]1 | -3.8% | -0.6 | 48 | 7% | -2% | 0.7% | 4% | 1% | 6% | 0.0%
O=C(c1c(O)c2ccccc2oc1=O)C1CCC1 | -1.0% | 0.1 | 40 | 12% | -6% | 2.5% | 9% | 2% | 49% | 0.1%
CC1CCc2nn(CC(=O)N3CCN(C(=O)c4ccco4)CC3)cc2C1 (stereo unspecified) | 4.1% | 8.6 | 40 | 7% | -1% | 0.9% | -1% | -3% | -6% | -0.1%
CNC(=O)c1ccsc1NC(=O)c1coc2ccccc2c1=O | -0.1% | 5.5 | 102 | 22% | 11% | 3.8% | 1% | 14% | 22% | /
Cc1cnc(NS(=O)(=O)c2ccccc2)c(C)n1 | 0.1% | -1.6 | 82 | -5% | 5% | 3.5% | -6% | 7% | 21% | 0.1%
O=C(CSc1nnnn1-c1ccccc1)CC(=O)Nc1ccc(Cl)cc1 | 0.4% | 0.8 | 31 | 9% | 14% | 21% | -16% | -2% | 0% | -0.5%
COc1cccc(C(=O)NN=C2CCCC2)c1 | 1.8%[50 µM] | 1.2 | 43 | 1% | 17% | 2.1% | 6% | 2% | 10% | -0.6%
Cc1cccc2sc(NC(=O)CCNS(=O)(=O)c3cccs3)nc12 | -0.5% | 0.7 | 84 | -1% | 22% | 0.4% | -6% | 2% | 8% | -0.3%
Cc1nc(NCC2CCCO2)c2nnn(Cc3c(F)cccc3Cl)c2n1 (stereo unspecified) | -0.1% | -0.8 | 26 | 3% | 13% | 5.4% | -2% | -2% | -1% | -0.4%
CC12C(=O)N(NC(=O)c3ccncc3)C(=O)C1C1C=CC2C1 (stereo unspecified) | 0.0% | 0.8 | 67 | 4% | 1% | 1.1% | 4% | 1% | 3% | 1.1%
CCCCNc1nc(N)nc(-c2cc(Cl)ccc2O)n1 | -0.3%[50 µM] | 10 | 46 | -6% | 2% | -0.1% | -2% | 2% | 29% | 0.9%
Cc1ccc(F)cc1NC(=O)CCNC(=O)c1ccc([N+](=O)[O-])cc1 | 0.9% | -0.3 | 53 | 6% | 6% | 2.5% | 0% | 2% | 4% | -0.8%
CCOc1cc(/C=N\NC(=O)c2ccc(C)nc2)cc([N+](=O)[O-])c1O | 1.2% | 2.4 | 70 | 5% | 9% | 0.2% | -1% | 2% | -10% | 0.2%
C=CCSc1nc(-c2ccc3c(c2)OCO3)cc(C(F)(F)F)c1C#N | -0.1% | 5.3 | 69 | 2% | 14% | 0.6% | -2% | -3% | 6% | /
CC1CC(C)CN(CCOCCSc2ccccc2)C1 (stereo unspecified) | 1.4% | -0.3 | 52 | 12% | 8% | -0.6% | -1% | -8% | -7% | -0.6%
CC(/C=N/NC(=O)Cc1cccs1)=C\c1ccccc1 | 5.0% | 0.2 | 36 | 8% | 5% | 1.4% | -9% | -4% | -5% | -0.2%
COc1ccc(CCn2c(C)c(C(C)=O)c(C(C)=O)c2C)cc1OC | 0.3% | -0.1 | 57 | 9% | 2% | 2.3% | -3% | 1% | -19% | -0.1%
CC(C)(C)c1ccc(C(=O)N2CCNC(=O)C2CC(=O)Nc2ccc(F)cc2)cc1 (stereo unspecified) | -0.2% | -1.1 | 32 | 5% | 12% | 1.7% | -6% | -7% | -4% | -0.7%
CCN1CCN(C(=O)C23CCC(C)(C(=O)C2Br)C3(C)C)CC1 (stereo unspecified) | -1.1% | 1.6 | 58 | -12% | 17% | -1.1% | -2% | 3% | 6% | 0.3%
CC(C)(CO)NC12CC3CC(CC(C3)C1)C2 | 0.3% | -2.4 | 66 | 5% | 7% | -2.0% | -4% | 0% | -11% | 0.6%
Cc1cc(C)cc(NC(=O)Cn2ncn3c(cc4ccccc43)c2=O)c1 | 4.5% | 0.0 | 46 | -1% | 7% | -1.1% | -8% | -2% | 11% | -0.3%
Cc1ccn2c(NC(=O)c3cccs3)c(-c3ccccc3)nc2c1 | 0.5%[50 µM] | 0.3 | 59 | 9% | 5% | 1.9% | -6% | 12% | -5% | -0.7%
CCOC(=O)CNC(=O)Cn1cnc2sc(C)c(S(=O)(=O)N3CCC(C)CC3)c2c1=O | 0.2% | 0.5 | 78 | 3% | -2% | 1.6% | -8% | 3% | -3% | 0.6%
O=C(CSc1nnnn1Cc1ccccc1)N1CCN(c2ccccc2)CC1 | -0.1% | -0.8 | 77 | 3% | 10% | 1.6% | 0% | 1% | -9% | /
O=C1OC2(CCCCC2)OC(=O)C1=CNc1nc2ccccc2s1 | -0.4% | -1.2 | 82 | 5% | -1% | 2.6% | -18% | 1% | 6% | -0.3%
CC(=O)c1ccc(OCc2cc(C(=O)N3CCCCCCC3)no2)cc1 | 0.6%[50 µM] | 0.3 | 43 | 8% | -1% | 15% | -3% | 1% | 3% | /
CC(=O)Nc1ccc(NS(=O)(=O)c2cc(C)sc2C)cc1 | -0.2% | -1.1 | 88 | 1% | 6% | 1.6% | -5% | 0% | 22% | 0.2%
CCCCc1c(O)c2ccccc2[nH]c1=O | 0.0% | -0.6 | 88 | -4% | 1% | 0.0% | -7% | -1% | 2% | 0.9%
Cc1ccc(O)c(-c2cc3ccccc3[nH]2)c1 | -1.1% | 7.0 | 80 | 10% | 7% | ? | -10% | -7% | 1% | -1.1% | NS5 inhibitors pilot replicate=3.0
Cc1cccc(-c2nc3ccccc3c3nncn23)c1 | -2.0% | -2.1 | 54 | -8% | 7% | 2.2% | -8% | -1% | 2% | -0.9%
COc1ccc2[nH]c(O)c(N=NC(=O)c3ccc(NS(=O)(=O)c4cccs4)cc3)c2c1 | 0.7%[50 µM] | 3.0 | 63 | 7% | / | 0.6% | 7% | / | / | /
COc1ccc(N(CC(O)CN2CCOCC2)S(=O)(=O)c2ccccc2)cc1 (stereo unspecified) | 0.2% | -1.1 | 42 | 10% | 25% | 1.2% | 5% | 4% | -2% | 0.4%
Cc1cc(C)c(S(=O)(=O)Nc2ccccc2C(=O)N2CCCC2)c(C)c1 | -0.4%[50 µM] | 0.4 | 63 | 3% | 25% | 3.1% | 4% | 11% | -2% | -0.7%
Cc1ccc(S(=O)(=O)c2c[nH]c3ccc(Cl)cc3c2=O)cc1 | 0.1% | 1.2 | 100 | 7% | 13% | 0.1% | -7% | -1% | -1% | -0.2%
CCOc1cc(/C=N\NC(=O)c2c(C)nc3ccccn23)ccc1O | 1.7% | -0.4 | 50 | 76µM* | 35% | 1.2% | / | 4% | 6% | 0.3%
CCCc1cc(=O)[nH]c(SCc2cccc(C)c2)n1 | -0.3% | 1.5 | 85 | -3% | 25% | 0.9% | 4% | -5% | -8% | -0.1% | NS5 inhibitors pilot replicate=-0.5

Screening data deposited in PubChem by several laboratories.
